TRPC4 act – activators of mouse TRPC4 channel, primary screen, Fluo4 calcium, HEK293 TRPC4beta/mu-opioid cells; 310,000 tested, 0.49% active; B-score at 10 µM; AID 2237, 2010; Fluo4 calcium fluorescence; hits give high values;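 active means B-score above 5 SD of library B-scores, and initial fluorescence ratio not above library mean plus 5 SD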;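 further: positive B-score marks a calcium rise read as TRPC4 activation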
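Material: HEK293 stable line with TRPC4beta plus mu-opioid receptor; technique: Fluo4 calcium-sensitive dye fluorescence, kinetic, 1 Hz baseline; timing: Fluo4 dye loading 45 min at room temperature, 110 s recording; controls: assay buffer as low control, maximal DAMGO as high control; read-out: integrated baseline-normalised fluorescence ratio, converted to per-well B score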
MrgX1 PAM – positive allosteric modulators of MrgX1, primary screen, HEK293 cells, Fluo-4 calcium flux | B-score at 10 µM | AID 588675, 2011 | 310,000 tested, 0.63% active | Mas-related G-protein coupled receptor member X1 (Homo sapiens), Q96LB2 | FDSS; hits give high values;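 active means plate-corrected calcium response at least 3 library SD above typical, normal starting fluorescence, not activating the receptor alone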;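 further: compound read alongside a low EC10 to EC30 dose of BAM8-22 agonist; peak minus trough fluorescence over baseline measured at the second addition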
Target sequence (Q96LB2 whole entry, looked up): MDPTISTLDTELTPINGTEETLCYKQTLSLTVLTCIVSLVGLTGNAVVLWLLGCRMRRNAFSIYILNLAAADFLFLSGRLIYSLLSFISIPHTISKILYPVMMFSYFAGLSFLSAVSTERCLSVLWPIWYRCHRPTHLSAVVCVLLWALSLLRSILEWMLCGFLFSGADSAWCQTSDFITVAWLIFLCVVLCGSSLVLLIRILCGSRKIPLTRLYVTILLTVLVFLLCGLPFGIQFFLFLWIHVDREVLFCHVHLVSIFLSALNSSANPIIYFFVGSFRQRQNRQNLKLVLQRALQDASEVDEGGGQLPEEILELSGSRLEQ
TRPC4 potent – positive allosteric modulators of TRPC4, primary screen, cell-based, mouse TRPC4beta, HEK293 mu-opioid, Fluo-4 calcium; 310,000 tested, 0.42% active; AID 2227, 2009; B-score at 10 µM; DAMGO EC20, Fluo-4 Ca2+ flux; hits give high values;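 active means B-score of calcium response area above 5 SD of library B-scores, with initial fluorescence ratio within 5 SD of library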;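 further: B-score of integrated fluorescence ratio over time as area under calcium response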
MrgX1 antag – antagonists of human MrgX1 receptor, primary screen, HEK293 cells, Fluo-4 calcium flux; Mas-related G-protein coupled receptor member X1 (Homo sapiens), Q96LB2; BAM8-22 antagonism; hits give low values; B-score at 10 µM; 310,000 tested, 1.3% active;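 active means calcium-response B-score plate-corrected more than 3 library SD below zero, starting fluorescence within 5 deviations, no agonist response on first addition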;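 further: peak minus trough fluorescence over baseline after final BAM8-22 challenge near maximal dose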
RGS4 block – RGS4 inhibitors, primary screen, cell-based, HEK293 M3R inducible RGS4, calcium flux; 310,000 tested, 0.45% active; Fluo-4 calcium flux; hits give high values; triggered by carbachol at its EC20; B-score at 10 µM; Regulator of G-protein signaling 4 (Homo sapiens), P49798;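 active means B-score, a plate-corrected calcium signal, over three deviations above library mean, with baseline fluorescence within five deviations of library mean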;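 further: RGS4 expression induced by doxycycline in cells with stable M3 receptor; B-score is computed from the integrated fluorescence ratio over baseline after carbachol; higher B-score means a larger calcium signal and so more RGS4 inhibition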
Target sequence (P49798 whole entry, looked up): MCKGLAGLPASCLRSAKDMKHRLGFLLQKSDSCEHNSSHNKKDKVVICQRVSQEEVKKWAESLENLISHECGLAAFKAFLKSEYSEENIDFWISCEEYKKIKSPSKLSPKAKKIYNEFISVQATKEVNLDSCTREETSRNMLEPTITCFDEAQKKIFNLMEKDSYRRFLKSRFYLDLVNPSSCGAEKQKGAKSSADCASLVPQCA
TRPC6 activator – mouse TRPC6 channel activators, primary screen, cell-based, HEK293, membrane potential dye; 310,000 tested, 0.13% active; Short transient receptor potential channel 6 (Mus musculus), Q61143; HEK293-TRPC6 membrane potential dye fluorescence; hits give high values; B-score at 10 µM;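 active means B-score of the integrated fluorescence ratio above library mean plus 3 SD, and starting fluorescence ratio within library mean plus 5 SD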;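 further: higher score means more depolarization so channel activation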
MrgX1 ag – agonists of human MrgX1 receptor, primary screen, HEK293 cells, Fluo-4 calcium flux; Mas-related G-protein coupled receptor member X1 (Homo sapiens), Q96LB2; Fluo-4 calcium fluorescence, agonist mode; hits give high values; B-score at 10 µM; 310,000 tested, 0.44% active;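 active means calcium response B-score plate-corrected fluorescence ratio at least 3 library SD, with starting fluorescence B-score inside 5 SD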
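Material – MrgX1-expressing HEK293 cells · Input – 15,000 cells seeded per well · Dosing – compound as first of three additions · Times – overnight seeding, then 1 h dark dye loading · Measured by – kinetic Fluo-4 NW fluorescence of intracellular calcium · Read-out – B-scored fluorescence response ratio · Benchmarks – positive and negative control wells on each plate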
TRPC4 block – inhibitors of mouse TRPC4 channel, primary screen, Fluo4 calcium, HEK293 TRPC4beta/mu-opioid cells | B-score at 10 µM | DAMGO-evoked Fluo4 calcium flux; hits give low values | Short transient receptor potential channel 4 (Mus musculus), Q9QUQ5 | 300,000 tested, 0.39% active | AID 2247, 2010;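 active means B-score over 3 SD under the library average, no early fluorescence shift, positive overall ratio signal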
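Test system – stable TRPC4beta/mu-opioid receptor HEK293 cells · Probe or stimulus – DAMGO, a submaximal dose followed by a maximal one · Dosing – one concentration per compound · Signal – Fluo4 calcium fluorescence by kinetic imaging, 5 s 1 Hz baseline · Evaluation – per-well B score of integrated baseline-normalized Fluo4 ratio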
TMEM16A inh – TMEM16A chloride channel inhibitors, primary screen, cell-based, HTS; Anoctamin-1 (Mus musculus), Q8BHY3; HEK293 TMEM16A/YFP iodide influx fluorescence, ionomycin; normalized B-score (activity score, 25-100; higher = stronger inhibition) at 10 µM; 310,000 tested, 1.2% active;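 active means ratio plate-corrected score three or more library SD toward inhibition, starting fluorescence score within five deviations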;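 further: score derived from kinetic fluorescence span divided by baseline fluorescence per well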
ANO1 activ – TMEM16A chloride channel activators or potentiators, primary screen, cell-based, HTS; 340,000 tested, 0.3% active; Anoctamin-1 (Mus musculus), Q8BHY3; B-score at 10 µM; HEK293 TMEM16A/YFP-H148Q/I152L, iodide quench fluorescence; hits give low values; AID 623877, 2012;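 active means fluorescence-ratio B-score plate-corrected deviation score at least 3 library SD below zero, with starting fluorescence score within 5 deviations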;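 further: channel opened by trigger with iodide after compound preincubation; score built on the fluorescence ratio of max minus min over baseline; more negative score means more quench and so TMEM16A activation or potentiation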
TRPC6 inh – mouse TRPC6 channel inhibitors, primary screen, cell-based, HEK293, membrane potential dye | 310,000 tested, 1.1% active | ACh-evoked depolarization; hits give low values | Short transient receptor potential channel 6 (Mus musculus), Q61143 | B-score at 10 µM;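 active means B-score under library mean minus 3 SD, initial fluorescence not abnormally high, positive integrated signal ratio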;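 further: B-score derived from integrated fluorescence ratio over the kinetic read; more negative B-score means stronger inhibition of depolarization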
The depositor's hits bear a star; i = inactive; x = no result given.

cpd	canonical_smiles	TRPC4 act	MrgX1 PAM	TRPC4 potent	MrgX1 antag	RGS4 block	TRPC6 activator	MrgX1 ag	TRPC4 block	TMEM16A inh	ANO1 activ	TRPC6 inh
1	Cc1ccc(C(C(=O)NC2CCCCC2)N(C(=O)CCCC(=O)Nc2ccccn2)c2ccc3c(c2)OCCO3)cc1 (stereo not given)	i	i	i	i	i	i	i	i	i	i	i
2	O=C(Nc1cccc(F)c1)C1CCCN(S(=O)(=O)c2ccccc2)C1 (stereo not given)	i	i	i	i	i	i	i	i	i	i	i
3	Cc1ccc(-c2ccc(SCC(=O)c3ccccc3)nn2)cc1	i	i	i	i	i	i	i	i	i	i	i
4	CCC(CC)C(=O)Nc1cccc(-c2ccc3nncn3n2)c1	i	i	i	i	i	i	i	i	i	i	i
5	CCN(CC)S(=O)(=O)c1ccc(F)c(C(=O)NCCCN2CCOCC2)c1	i	i	i	i	i	i	i	i	i	i	i
6	COc1cc(C2SCC(=O)N2Cc2ccccc2)cc(OC)c1OC (stereo not given)	i	i	i	i	i	i	i	i	i	i	i
7	CN(CC(=O)Nc1cccc(F)c1)C(=O)c1ccc(NC2CC2)c([N+](=O)[O-])c1	i	i	i	i	i	i	i	i	i	i	i
8	Cc1ccc(-n2nc3c(c2NC(=O)c2cccs2)CS(=O)(=O)C3)cc1C	i	i	i	i	i	i	i	i	i	i	i
9	O=C(Cn1nnc(-c2ccccc2F)n1)Nc1ccc(S(=O)(=O)NC2CCCC2)cc1	i	i	i	i	i	i	i	i	i	i	i
10	O=C(C1=C[C@@H](C2CC2)C[C@@H](OCc2ccc(CO)cc2)O1)N1CCN(Cc2ccccc2)CC1	i	i	i	i	i	i	i	i	i	i	i
11	CCOc1cc(/C=C(\C#N)C(=O)Nc2ccccc2C(=O)O)ccc1OC(=O)c1ccc(C)cc1	i	i	i	-4.9*	i	i	i	i	i	i	i
12	COc1ccccc1N1CCN(S(=O)(=O)c2cc(C)sc2C)CC1	i	i	i	i	i	i	i	i	i	i	i
13	CSc1cccc(NC(C)=O)c1	i	i	i	i	i	i	i	i	i	i	i
14	COc1ccc(CC(=O)N/N=C(/C)c2ccco2)cc1	i	i	i	i	i	i	i	i	i	i	i
15	CCOC(=O)N/N=C/c1ccccc1F	i	i	i	i	i	i	i	i	i	i	i
16	COc1ccc(/C=C(\CC(=O)O)c2nc3ccccc3o2)cc1	i	i	i	i	i	i	i	i	i	i	i
17	Cc1ccc(CCN2CC(C(=O)N3CCN(c4ccc(F)cc4)CC3)CC2=O)cc1 (stereo not given)	i	i	i	i	i	i	i	i	i	i	i
18	CC(=O)Nc1ccccc1OC(C)C(=O)N1CCC(C)CC1 (stereo not given)	i	i	i	i	i	i	i	i	i	i	i
19	COc1ccc(OC)c(CNC(=O)C(C)n2nc(C)c3c(C)n(-c4ccccc4)nc3c2=O)c1 (stereo not given)	i	i	i	i	i	i	i	i	i	i	i
20	CC(NC(=O)C(C)(C)C)C(c1cccs1)N1CCN(Cc2ccccc2)CC1 (stereo not given)	i	i	i	i	i	i	i	i	i	i	i
21	CCCOC(=O)c1ccc(NC(=O)C(=O)NCCN(CC)CC)cc1	i	i	i	i	i	i	i	i	i	i	i
22	O=C1CCCN1CC(O)CS(=O)(=O)Cc1ccccc1 (stereo not given)	i	i	i	i	i	i	i	i	i	i	i
23	COc1ccccc1-c1nnc(-c2ccc(F)cc2)o1	i	i	i	i	i	i	i	i	i	i	i
24	CC(C)(C)C(=O)COC(=O)c1cc(-c2cccnc2)nc2ccccc12	i	i	i	i	i	i	i	i	i	i	i
25	CCc1nnc(NS(=O)(=O)c2ccc(NC(=O)c3cc(Cl)ccc3OC)cc2)s1	i	i	i	i	i	i	i	i	i	i	i
26	Cc1ccc(C(=O)NCC(=O)OCC(=O)c2ccc(C)c([N+](=O)[O-])c2)cc1	i	i	i	i	i	i	i	i	i	i	i
27	COC(=O)N/N=C(\C)c1ccc2ccccc2c1OC(F)F	i	i	i	i	i	i	i	i	i	i	i
28	Nc1c(Cl)cc(C2=NCCn3c2c2ccc(C(F)(F)F)cc2[n+]3[O-])cc1Cl	i	i	i	i	i	i	i	i	i	i	i
29	CC(=O)Nc1cccc(OC(=O)COc2ccc(Br)cc2)c1	i	i	i	i	i	i	i	i	i	i	i
30	Cc1cc(OC(=O)c2ccc(OC(C)C)cc2)c([N+](=O)[O-])c(=O)[nH]1	i	i	i	i	i	i	i	i	i	i	i
31	CCCN(CCC)C(=O)c1cc(S(=O)(=O)N2CCCCC2)c[nH]1	i	i	i	i	i	i	i	i	i	i	i
32	COc1cc(CN(CC2CCCO2)C(=O)c2ccco2)cc(OC)c1OC (stereo not given)	i	i	i	i	i	i	i	i	i	i	i
33	O=S1(=O)CCOC[C@H](CC2CCCCC2)N1Cc1ccccc1	i	i	i	i	i	i	i	i	i	i	i
34	COc1ccc(S(=O)(=O)N2CCN(CCO)CC2)cc1-c1nnc2c3ccccc3c(C)nn12	i	i	i	i	i	i	i	i	i	i	i
35	COc1ccccc1N1CCN(c2ncc(C(=O)N3CCN(c4cccc(Cl)c4)CC3)c3ccccc23)CC1	i	i	21*	i	i	i	i	i	i	i	i
36	Cc1ccc(NC(=O)c2cc(Cl)nc3ccccc23)cc1	i	i	i	i	i	i	i	i	i	i	i
37	CC(=O)Nc1c(C)cc(S(C)(=O)=O)cc1C	i	i	i	i	i	i	i	i	i	i	i
38	Cc1ccc2sc3ccc(NC(=O)c4ccccc4Cl)cc3c(=O)c2c1	i	i	i	i	i	i	i	i	i	i	i
39	Cn1c(=O)c2c([nH]c(=O)n2C)n(C)c1=O	i	i	i	i	i	i	i	i	i	i	i
40	O=C(Nc1cc(C(F)(F)F)cc(C(F)(F)F)c1)c1ccc(Cn2cc(C(F)(F)F)ccc2=O)cc1	i	i	i	i	i	i	i	i	i	i	i
41	C[n+]1ccn(CC(=O)c2cccs2)c1	i	i	i	i	i	i	i	i	i	i	i
42	COC(=O)C1=C(C)N(CCCC(=O)O)C(=O)NC1c1ccccc1OS(=O)(=O)c1ccccc1[N+](=O)[O-] (stereo not given)	i	i	i	i	i	i	i	i	i	i	i
43	O=C(CN1C(=O)CSc2ccc(S(=O)(=O)N3CCCCC3)cc21)NCc1ccccc1Cl	i	i	i	i	i	i	i	i	i	i	i
44	Cc1ccc(O)c(NC(=S)NC(=O)COc2ccc(Br)cc2)c1	i	i	i	i	i	i	i	i	i	i	i
45	CCCC(CCC(=O)Nc1ccn(-c2ccccc2)n1)C(=O)O (stereo not given)	i	i	i	i	i	i	i	i	i	i	i
46	Cc1nc2oc(C(=O)c3ccccc3)c(N)c2c2c1COC(C)(C)C2	i	i	i	i	i	i	i	i	i	i	i
47	Cc1ccc2nc(Nc3ccc4[nH]c(=O)[nH]c4c3)c(-n3nc(C)cc3C)nc2c1	i	i	i	i	i	i	i	i	i	i	i
48	CCC(=O)n1nc(NCc2ccc(OC)c(OC)c2)nc1NCc1ccc(OC)c(OC)c1	i	i	i	i	i	i	i	i	i	i	i
49	CC(=O)NC(C)Cc1cn(Cc2ccccc2)c2ccccc12 (stereo not given)	i	i	i	i	i	i	i	i	i	i	i
50	CC(=O)Nc1nc2ccc(-c3nc4ccccc4o3)cc2s1	i	i	i	i	i	i	i	i	i	i	i

The list goes on:
cpd	canonical_smiles	TRPC4 act	MrgX1 PAM	TRPC4 potent	MrgX1 antag	RGS4 block	TRPC6 activator	MrgX1 ag	TRPC4 block	TMEM16A inh	ANO1 activ	TRPC6 inh
51	Cc1cccc(N(C(=O)c2sc(C)nc2C)C(C(=O)NCc2ccco2)c2ccccc2)c1 (stereo not given)	i	i	i	i	i	i	i	i	i	i	i
52	Cc1ccn(C(CC(=O)c2ccc(Br)cc2)C(=O)O)n1 (stereo not given)	i	i	i	i	i	i	i	i	i	i	i
53	COc1cccc(CNC(=O)c2cccc(S(=O)(=O)N3CCN(C)CC3)c2)c1	i	i	i	i	i	i	i	i	i	i	i
54	CCOC(=O)C(C)Oc1cccc2c(=O)n(CC(=O)N3CCc4ccccc43)ccc12 (stereo not given)	i	i	i	i	i	i	i	i	i	i	i
55	CC1(C)C(=O)N(OCc2ccccc2)C(C)(C)C(=O)N1OCc1ccccc1	i	i	i	i	i	i	i	i	i	i	i
56	O=C(c1cc(COc2ccccc2)on1)N1CCCC(OCc2cccnc2)C1 (stereo not given)	i	i	i	i	i	i	i	i	i	i	i
57	NCCN1CCN(CCN)CC1	i	x	i	x	i	i	x	i	x	i	i
58	CS(=O)(=O)Cc1ccc(C(=O)NC2CCN(Cc3ccccc3)C2)cc1 (stereo not given)	i	i	i	i	i	i	i	i	i	i	i
59	COCC(=O)N1CCc2ccc(NC(=O)c3ccccc3Cl)cc2C1	i	i	i	i	i	i	i	i	i	i	i
60	Cc1ccc(-c2nc3c(c(=O)c4ccccc4n3C)c(=O)n2-c2ccccc2)cc1	i	i	i	i	i	i	i	i	i	i	i
61	CCc1nc(N2CCCC2)c(C#N)c2c1CCCC2	i	i	i	i	i	i	i	i	i	i	i
62	CCCCCCCCOC(=O)c1ccc(N)cc1	i	i	i	i	i	i	i	i	i	i	i
63	Cc1[nH]c2ccccc2c1SCC(=O)O	i	i	i	i	i	i	i	i	i	i	i
64	CC(C)CNC(=S)NC(=O)c1ccc(Cl)cc1	i	i	i	i	i	i	i	i	i	i	i

Source: PubChem BioAssay (Johns Hopkins Ion Channel Center)
